# Mito fusion act: mitochondrial division inhibition or fusion activation; S. cerevisiae fusion-defective mutant growth rescue, CellTiterGlo 48 h; Potency, µM (doses to about 46.1 µM), inactives show at the top dose growth rescue (activation), most hits filed as activators; hit rate 0.23% among 320,000;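 further: potency means the concentration at half of the fitted maximal effect; % of control where 0% means no effect; nearly all actives have a fitted effect of over 45% in size; temperature-sensitive fusion mutants such as fzo1-1 at 37 °C on non-fermentable ethanol glycerol medium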
#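 Read-out: ATP-based luminescence (CellTiterGlo, 10 min ambient) reporting growth of fusion-defective ts yeast after 48 hours at 37C on glycerol/ethanol YPEG medium in the presence of compound.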
# Eya2 inh: Eya2 (human) phosphatase inhibition | recombinant Eya2, OMFP fluorescence dephosphorylation (OMFP is methylfluorescein phosphate) | hit rate 0.006% among 330,000 | O00167 | Potency, µM (highest dose often 76.9 µM), without a hit: top-dose activity, negative = inhibition, usual class: inhibitors | AID 488837; further: potency means the concentration at half of the fitted maximal effect; on the % scale 0 is the no-effect control and ±100 the full control effect
#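 Eya2 protein (added as 0.2 uM solution) was preincubated with compound for 10 min at ambient temperature in 50 mM HEPES pH 7.5, 50 mM NaCl, 5 uM MgCl2, 0.05% BSA, 1 mM DTT. OMFP (added at 50 uM) then reacted 10 min; fluorescence read at 485/525 nm.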
# Tb PFK inh: inhibitors of T. brucei phosphofructokinase; O15648; T. brucei PFK, ADP-Glo luminescence; Potency, µM (titrated, usually from 57.5 µM), inactives show top-dose activity, negative = inhibition, hits mostly inhibitors; hit rate 0.17% among 330,000; AID 485367;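 further: potency means the concentration at half of the fitted maximal effect; 0% = uninhibited 1x PFK enzyme wells and -100% = no-enzyme wells; nearly all actives have a fitted effect of over 60% in size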
# Target sequence (O15648 whole entry, looked up): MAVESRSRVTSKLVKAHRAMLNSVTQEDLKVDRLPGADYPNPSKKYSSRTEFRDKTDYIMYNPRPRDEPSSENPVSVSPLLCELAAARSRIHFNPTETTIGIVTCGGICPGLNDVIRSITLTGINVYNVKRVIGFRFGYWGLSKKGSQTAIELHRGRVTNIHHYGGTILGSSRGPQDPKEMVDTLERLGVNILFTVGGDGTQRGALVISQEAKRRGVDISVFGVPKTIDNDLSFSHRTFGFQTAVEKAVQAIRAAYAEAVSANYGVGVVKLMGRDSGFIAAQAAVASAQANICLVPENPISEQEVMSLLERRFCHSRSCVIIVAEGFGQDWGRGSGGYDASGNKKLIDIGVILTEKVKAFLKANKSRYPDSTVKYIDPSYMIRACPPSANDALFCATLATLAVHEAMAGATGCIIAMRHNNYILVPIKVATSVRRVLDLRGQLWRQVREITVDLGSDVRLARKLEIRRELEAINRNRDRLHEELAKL
#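 Activity is normalized to no-enzyme wells (full inhibition) and 1.25 nM enzyme wells (no inhibition). Reaction: 0.5 mM F6P, 0.1 mM ATP, 45 min RT, ADP-Glo luminescence; concentration-response curves fitted and classed by quality.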
# Integrin act MD: activators of alpha7 integrin expression for muscular dystrophy | Potency, µM (doses to about 38.3 µM), for the others: top-dose activation, usual class: activators | alpha7betagal myoblasts, beta-gal FDG fluorescence, 48 h | hit rate 0.064% among 350,000 | AID 624291;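 further: potency means the concentration at half of the fitted maximal effect; 100% = response of the positive control SU9516; nearly all actives have a fitted effect of over 60% in size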
#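 alpha7betagal+/- myoblasts (passage 13, 250/well) treated 48 h at 37C with compounds at 1:260 dilution of DMSO stock. Lysed, then beta-galactosidase activity read as FDG fluorescence (ex 480/em 540) after 30 min, with pre-read for autofluorescence.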
# ASM inhibitor: blocks human secretory acid sphingomyelinase; P17405; placental ASM, HMU-PC fluorogenic substrate, 60 min; Potency, µM (titrated, usually from 57.5 µM), for inactives: at the highest dose activity change, negative = inhibition, usual class: inhibitors; hit rate 0.006% among 340,000; further: potency means the concentration at half of the fitted maximal effect
#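 Steps: dispense placental human ASM, pin compound, wait 10 min at room temperature, add HMU-PC0 substrate at 9 uM final, incubate 60 min at 37 °C, add stop solution raising pH to 10, read fluorescence.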
# PTAP TSG101 blk: blocks PTAP/TSG101 interaction to inhibit HIV-1 budding; Q99816; Fluorescence polarization, FITC-PTAP peptide / Tsg101 binding; Potency, µM (top dose mostly 115 µM), without a hit: at the top dose activity change, negative = inhibition, hits mostly inhibitors; 340,000 tested, under 10 active; AID 493005; active means well fitted inhibition curve with a large enough effect in the main read-out, with a control signal flat, not every such curve was filed as active; inconclusive means small, poorly fitted or top-dose-only effect, or effect the other way, or a change in a side signal; inactive means no such curve, though single readings can be large or run the other way; further: potency means the concentration at half of the fitted maximal effect; % of control where 0% means no effect
# Target sequence (Q99816 whole entry, looked up): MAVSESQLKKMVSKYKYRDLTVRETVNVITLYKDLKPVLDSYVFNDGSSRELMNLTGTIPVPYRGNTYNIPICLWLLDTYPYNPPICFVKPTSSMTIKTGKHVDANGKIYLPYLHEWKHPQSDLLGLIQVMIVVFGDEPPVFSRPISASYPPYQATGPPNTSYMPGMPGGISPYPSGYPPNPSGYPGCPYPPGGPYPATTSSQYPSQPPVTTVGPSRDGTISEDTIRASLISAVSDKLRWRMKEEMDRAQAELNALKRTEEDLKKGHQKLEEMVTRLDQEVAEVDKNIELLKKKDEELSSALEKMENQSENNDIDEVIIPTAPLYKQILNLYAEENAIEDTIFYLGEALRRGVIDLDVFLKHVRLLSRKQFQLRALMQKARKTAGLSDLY
#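 FP read-out: FITC-PTAP peptide, 50 nM final, binding Tsg101 binding domain, 10 uM final; 20 min, r.t.; 10 mM HEPES pH 7.5, 0.15 M NaCl, 0.01% Tween 20, 3 mM EDTA, 0.1 mM TCEP.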
# ELG1 repair inh: blocks ELG1-dependent DNA repair in HEK293T cells. hit rate 2.3% among 330,000. HEK293T ELG1-luciferase reporter, luminescence, 16 h; DNA damage induced by 5-fluorouridine. Potency, µM (doses to about 46.1 µM), for inactives: at the highest dose activity change, negative = inhibition, most hits filed as inhibitors; further: potency means the concentration at half of the fitted maximal effect; on the % scale 0 is the no-effect control and ±100 the full control effect; nearly all actives have a fitted effect of over 55% in size
#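 DMSO vehicle served as the neutral condition. Each well held 2,000 cells given 5-fluorouridine plus compound; after 16 hr at 37 °C/5% CO2, ONE-Glo was added and luciferase measured 30 min later.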
# BCR signal inh: inhibitors of chronic active B-cell receptor signaling; ABC-DLBCL IkBa-CBG/CBR reporter, luminescence ratio, 4 h; Potency, µM (top dose mostly 46.1 µM), without a hit: at the top dose ratio change, negative = lower green/red ratio, hits mostly inhibitors; hit rate 0.05% among 340,000; active means well fitted inhibition curve with a large enough effect in the signal ratio, with a control signal flat, not every such curve was filed as active; inconclusive means small, poorly fitted or top-dose-only effect, or effect the other way, or a change in a side signal; the % refers to the signal ratio;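 further: potency means the concentration at half of the fitted maximal effect; plate controls were basal doxycycline-induced cells for no effect and cells given 10 µM MG132 for full effect; MG132 reads +100%, hits lower the ratio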
#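 Compounds up to 46 uM were incubated four hours with TMD8 cells whose green CBG68 luciferase is fused to IkappaBalpha; red CBR luminescence normalised the signal, and concentration-effect curves were fitted to fusion, red and ratio data.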
# TCR activator: activates T cell receptor signaling | primary human leukocytes, anti-CD3, IL-2 HTRF, 48 h | Potency, µM (titrated, usually from 9.22 µM), for inactives: top-dose activation of IL-2 secretion, actives largely listed as activators | 330,000 tested, under 10 active | AID 504894; further: % of control where 0% means no effect
#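 HTRF read-out of IL-2 secretion: europium cryptate donor excited at 320nm, d2 acceptor emission at 665nm. Cells were primary human leukocytes incubated 48 hr with compounds and a-CD3 beads, supplying TCR signal only.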
# TSHR antag: human thyrotropin receptor antagonism | P16473 | TSHR-expressing cells, TSH-stimulated cAMP HTRF, 2 h; stronger effect = lower value | activity change, negative = inhibition, % at 11.5 µM | hit rate 0.2% among 330,000 | AID 504810;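 active means activity change below a set negative limit, meaning inhibition stronger than a set level, cut at about -70% in these data; inconclusive means activity change between two set negative limits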; further: on the % scale 0 is the no-effect control and ±100 the full control effect
#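 Read-out is FRET at 665 nm (cryptate excitation 337 nm) from a cryptate-tagged anti-cAMP antibody, competed by cell cAMP against cAMP-d2. Compounds are tested on freshly harvested TSHR cells challenged with 4nM TSH (EC80) for 2 hours at 37 deg C.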
# A-T KAP1 phos: candidate therapy for ataxia-telangiectasia. […] A-T fibroblasts, KAP-1 phosphorylation AlphaLISA; neocarzinostatin DNA damage 30 min before lysis. Potency, µM (series often up to 57.5 µM), for the others: at the highest dose activation, hits mostly activators. hit rate 0.19% among 320,000; further: potency means the concentration at half of the fitted maximal effect; % of control where 0% means no effect; nearly all actives have a fitted effect of over 45% in size
#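 hTERT-immortalized A-T patient fibroblasts ([…]), 500 cells/well in OPTI-MEM, 1% FBS, got compounds for 60 min, then NCS for 30 min at 37C. Lysates were then assayed for phospho-KAP-1 by AlphaLISA (anti-pKAP1 donor, anti-KAP1 acceptor beads), 6 hr at 25C.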
# Numbers without * were called inactive; ? = inconclusive; nt = no result given; & = joins results of further samples; [ ] = remark or other dose. Unless noted, the call rests on the fitted dose curve; in most records, active means well fitted curve in the direction sought with a large enough effect; inconclusive means small, poorly fitted or top-dose-only effect, or another doubt; inactive means no such curve, though single readings can be large; an effect the other way counts as inactive or inconclusive. Compounds as they come; about 3.2% have a hit in one of these screens.
Structure,Mito fusion act,Eya2 inh,Tb PFK inh,Integrin act MD,ASM inhibitor,PTAP TSG101 blk,ELG1 repair inh,BCR signal inh,TCR activator,TSHR antag,A-T KAP1 phos
O=C(Nc1ccc(F)cc1)NC1CCCCC1,1.0%,-7.2%,5.2%,20.2%,2.7%,-1.8%,?,0.7%,-3.7%,-0.4,4.2%
CC[C@H](C)[C@H](NC(N)=O)C(=O)NCCc1ccc(OC)cc1,-1.2%,?,-19.3%,1.2%,6.3%,-7.4%,-0.1%,-2.2%,-7.8%,14.7,8.4%
COc1cc(/C=N/n2cnnc2)ccc1OCCSc1ccc(C)cc1,4.0%,11.0%,-2.7%,-8.0%,-4.0%,-2.0%,?,6.5%,6.2%,4.2,8.3%
COc1ccc(OCCNc2cc(N3CCCCC3)ccc2[N+](=O)[O-])cc1,-3.7%,5.5%,2.3%,-40.0%,-23.0%,-1.8%,?,22.4%,-1.2%,-33.6,-5.1%
Nc1c2c(nc3cccc(Cl)c13)N(c1ccccc1)CC2,1.7%,?,2.2%,?,22.0%,-0.9%,28.4%,?,-0.3%,2.5,6.3%
CN1C(=O)NC(NC(=O)c2ccncc2)(C(F)(F)F)C1=O (stereo not drawn),-0.9%,12.2%[15.4 µM],-7.1%,0.0%,3.8%,-1.2%,0.7%,-2.3%,2.3%,-3.0,5.0%
COc1ccc(C(=O)CCC(=O)Nc2cccc(Cl)c2)cc1,8.0%,2.1%,-9.2%,4.0%,-3.4%,1.6%,-11.3%,-1.0%,-2.5%,-11.0,7.1%
O=C(c1ccccc1)c1ccccc1NC(=O)C1CCCN1Cc1ccccc1 (stereo not drawn),8.9%,-13.4%,0.1%,-23.4%,-0.8%,-1.4%,?,?,-5.4%,4.0,10.5%
Cc1cc(N2C(=O)C(O)=C(C(=O)c3ccco3)C2c2ccc([N+](=O)[O-])cc2)no1 (stereo not drawn),0.3%,-3.2%,0.7%,0.7%,-8.9%,-9.1%,-18.6%,2.0%,-4.5%,-14.8,1.2%
O=C(NCCc1ccccc1)C(=O)NN=C1CCCC1,0.0%,16.1%,0.0%[0.46 µM],-5.9%,-1.1%,-0.5%,7.2%,-5.8%,0.4%,4.3,4.2%
CC(=N\NC(=O)c1ccc([N+](=O)[O-])cc1)/C(=N/O)C(=O)Nc1ccccc1,2.3%,-2.7%,-2.0%,-0.5%,-3.0%,nt,?,6.2%,1.1%,4.7,-0.8%
CCCCCCCCCCCCCCCCn1cc[n+](C)c1,-27.9%&-4.0%,-17.1%&-11.2%,0.5%&-4.9%,?,?,1.4%&-4.8%,7.3µM*,-12.1%&5.1%,10.8%&-3.4%,-7.0&-1.6,-2.5%&6.4%
CN(C[C@H](Cc1ccccc1)N(C[C@@H](Cc1cccc2ccccc12)N(CCc1ccccc1)N=O)N=O)N=O,1.0%,?,-10.1%,-7.0%,-2.9%,-2.5%,-6.1%,-0.1%,-14.1%,-0.6,-5.1%
CCOc1ccc(CN2CCN(Cc3cnc(-c4ccccc4)s3)CC2CCO)cc1 (stereo not drawn),-0.8%,-9.1%,?,2.8%,-1.4%,-1.1%,?,-5.0%,1.4%,23.7,0.3%
Cc1ccc(N2CC(C(=O)Nc3ccc4c(c3)OCCO4)CC2=O)cc1 (stereo not drawn),3.8%,8.1%,-2.0%,-13.1%,1.0%,-8.6%,?,-1.3%,nt,-2.6,7.7%
COC(=O)c1nccnc1C(=O)Nc1ccccc1N1CCOCC1,-1.3%,-4.9%,-3.1%,20.0%,1.2%,-2.1%,?,6.1%,-1.8%,11.0,-4.3%
COCC(=O)Nc1ccccc1NC(C)=O,2.7%,8.8%,-0.8%,4.4%,4.9%,-3.1%,19.8%,11.2%,1.6%,-1.4,-2.2%
O=C(O)/C=C\C(=O)Nc1ccccc1N1CCN(c2ccccc2)CC1,1.9%,6.0%,0.8%,16.0%,2.4%,-1.5%,5.0%,5.4%,-2.8%,-6.8,1.0%
Oc1ccc2ccccc2c1CN1CCN(C/C=C/c2ccccc2)CC1,-8.7%,1.2%,1.0%,-15.9%,4.9%,-4.9%,?,?,0.2%,-13.4,3.5%
O=C(Nc1ccc(Cl)c(Cl)c1)Nc1ccccn1,-0.8%,0.3%,4.8%,-1.1%,-1.2%,1.0%,?,?,-2.4%,1.9,16.6%
COc1ccccc1N(C)S(=O)(=O)c1ccc(C(=O)OCC(=O)Nc2ccc(C(N)=O)cc2)cc1,-0.8%,2.5%,-13.4%,-7.0%,-9.0%,-2.4%,8.8%,4.2%,1.9%,-12.2,3.7%
C[C@]12c3[nH]c4ccc(Cl)cc4c3CCN1C(=O)[C@@H](CC(=O)NCc1cccc(C(F)(F)F)c1)C[C@@H]2C(=O)N1CCCCC1,nt,1.5%,-2.5%,-5.6%,-23.5%,-0.3%,23.1µM*,-0.3%,-3.2%[46.1 µM],-2.3,11.7%
Cc1cccc(NC(=S)NNC(=O)c2ccccc2OC(F)F)c1,1.8%,4.1%,3.7%,16.4%,-1.1%,0.0%,-8.8%,?,-8.1%,3.8,-5.7%
COc1ccc(CN(C)C(=O)c2cccc(S(=O)(=O)N3CCN(c4ccccc4)CC3)c2)c(OC)c1OC,1.4%,-12.3%,-1.1%,-33.9%[inhibitor],-6.5%,-0.2%,?,?,8.9%,-15.8,-2.2%
Cc1cc(S(=O)(=O)NCCN2CCOCC2)ccc1Cl,-5.5%,13.5%,-2.8%,36.9%,2.9%,-0.7%,-7.2%,?,-4.3%,-8.4,-12.3%
CC1=CC(=O)C(C(C)C)=CC1=NC(=O)c1ccc(C)cc1,0.1%,9.1%,-2.2%,-7.8%,-2.3%,1.3%,17.8%,3.5%,-3.3%,-5.3,0.3%
COc1ccccc1-c1nc2ccccc2c(=O)n1O,-12.7%,-5.6%,-2.6%,-9.4%,6.7%,0.3%,9.0%,4.8%,4.7%,-2.9,-3.6%
CC1CCN(CCCNC(=O)C2CCC(CNS(=O)(=O)c3ccccc3)CC2)CC1 (stereo not drawn),-1.0%,2.8%,-0.7%,14.0%,1.6%,-0.4%,14.5%,-9.0%,-2.7%,-5.2,28.6%
CCC1CN(C(=O)N2CCC(C(=O)NCc3cccc(OC)c3OC)CC2)c2cc(C)ccc2O1 (stereo not drawn),-0.7%,-4.8%,-1.0%,-4.3%,0.9%,-2.1%,14.6µM*,-1.2%,-4.4%,7.1,0.5%
CC(=O)NC(Cc1ccc(C)cc1)C(=O)NC1CCN(C(=O)NCc2ccccc2)CC1 (stereo not drawn),-0.8%,-8.1%,-3.5%,18.5%,-0.7%,1.3%,0.1%,1.9%,7.9%,-2.8,11.2%
COc1ccc(OCc2cc(C(=O)N3CCC(c4ccccc4)CC3)no2)c(Cl)c1,23.2%,5.6%,-4.3%,-1.7%,-0.6%,-5.9%,-2.2%,?,-4.0%,18.2,3.4%
Cc1c(C(=O)Nc2ccccc2F)sc2ncn(CC(=O)N3CCOCC3)c(=O)c12,-3.8%,2.2%,0.4%,16.9%,-1.1%,-9.8%,?,0.2%,5.3%,-7.7,-2.5%
O=C(NCCCN1CCOCC1)c1ccc(Sc2ccc(F)cc2)c([N+](=O)[O-])c1,2.5%,3.4%,-0.2%,-13.6%,-5.9%,-2.3%,-3.5%,-0.4%,7.0%,7.1,-4.4%
O=C(Nc1ccccc1-c1ccccc1)C12CC3CC(CC(C3)C1)C2,1.3%,2.6%,0.1%,14.1%,-7.1%,-5.9%,?,-0.9%,-5.4%,-4.4,16.8%

# Compound activity from PubChem.
